Bioassay records: PubChem, Sanford-Burnham Center for Chemical Genomics
APOBEC3G inh – APOBEC3G DNA deaminase inhibitors, primary screen, biochemical, fluorescence, single-stranded DNA substrate, uHTS. DNA dC->dU-editing enzyme APOBEC-3G (Homo sapiens), Q9HC16. recombinant A3G, ssDNA deamination FAM/TAMRA fluorescence. inhibition, % at 20 µM. 330,000 tested, 0.28% active. AID 493012, 2011;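 active means inhibition of at least 40% at 20 µM, with no more than 30% in the related APOBEC3A deaminase screen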;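 further: plate controls were DMSO wells with A3G for no effect and wells lacking A3G enzyme for full effect; some compounds called inactive have numbers as strong as hits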
Target sequence (Q9HC16 whole entry, looked up): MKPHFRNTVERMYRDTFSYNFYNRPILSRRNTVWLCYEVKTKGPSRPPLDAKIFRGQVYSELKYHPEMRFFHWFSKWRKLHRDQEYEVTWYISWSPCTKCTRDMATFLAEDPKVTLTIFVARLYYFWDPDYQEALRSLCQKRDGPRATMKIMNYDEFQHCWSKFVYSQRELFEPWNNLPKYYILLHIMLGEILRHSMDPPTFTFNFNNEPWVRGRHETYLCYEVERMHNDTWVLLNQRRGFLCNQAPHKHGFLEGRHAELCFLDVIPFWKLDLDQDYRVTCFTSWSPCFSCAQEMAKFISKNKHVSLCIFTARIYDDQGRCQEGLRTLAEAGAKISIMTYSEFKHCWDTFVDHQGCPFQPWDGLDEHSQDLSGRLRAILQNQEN
SENP1 FRET inh – human SENP1 catalytic domain inhibitors, primary screen, biochemical, FRET, uHTS; Sentrin-specific protease 1 (Homo sapiens), Q9P0U3; recombinant SENP1 catalytic domain, CyPet-SUMO1-YPet FRET cleavage; inhibition, % at 10 µM; 360,000 tested, 0.21% active; AID 624204, 2012;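 active means inhibition at least 30% at 10 µM, raw YFP signal under a set limit, fluorescence ratio 0.5 to 1.5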;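 further: 0% = enzyme with DMSO and 100% = no enzyme wells; some results filed as inactive read as strong as hits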
Target sequence (Q9P0U3 419-644 limits assumed): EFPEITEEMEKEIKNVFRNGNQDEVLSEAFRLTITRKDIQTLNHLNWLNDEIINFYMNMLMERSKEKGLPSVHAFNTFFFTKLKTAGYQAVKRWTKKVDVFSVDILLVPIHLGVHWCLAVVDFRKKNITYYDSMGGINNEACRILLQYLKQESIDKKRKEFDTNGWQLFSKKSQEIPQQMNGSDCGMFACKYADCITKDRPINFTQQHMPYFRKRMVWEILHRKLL
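Test system: recombinant human SENP1 catalytic domain, His6-tagged / Medium: pH 8 Tris buffer with EDTA, NaCl, BME, BSA, NP40, catalase / Also added: SUMO1 FRET substrate flanked by Cypet and Ypet, 25 nM / Times: 50 min reaction at room temperature / Signal: FRET, CFP and YFP emission / Control set: no-enzyme low control and enzyme-plus-DMSO high control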
hIAP inh – human IAP inhibitors, primary screen, biochemical, luminescence, uHTS. inhibition, % at 10 µM. purified IAP, CDP-Star luminescence, 30 min. 330,000 tested, 0.12% active;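 active means inhibition reaching a set limit with compound at 10 µM in the primary screen, cut at about 35% in these data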;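 further: plate controls were DMSO wells with enzyme for no effect and no-enzyme buffer wells for full effect; values of inactives mirror those of a sister screen read the other way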
A3A deaminase – APOBEC3A ssDNA deaminase inhibitors, primary screen, selectivity assay for APOBEC3G inhibitor project, biochemical, FAM/TAMRA oligo cleavage fluorescence; 330,000 tested, 0.41% active; recombinant A3A, FAM/TAMRA ssDNA deamination fluorescence; DNA dC->dU-editing enzyme APOBEC-3A (Homo sapiens), P31941; inhibition, % at 20 µM;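 active means at least 40% inhibition at 20 µM here, with at most 30% in a related deaminase screen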;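 further: plate controls were A3A with DMSO for no effect and wells lacking A3A enzyme for full effect; some results filed as inactive read as strong as hits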
Target sequence (P31941 whole entry, looked up): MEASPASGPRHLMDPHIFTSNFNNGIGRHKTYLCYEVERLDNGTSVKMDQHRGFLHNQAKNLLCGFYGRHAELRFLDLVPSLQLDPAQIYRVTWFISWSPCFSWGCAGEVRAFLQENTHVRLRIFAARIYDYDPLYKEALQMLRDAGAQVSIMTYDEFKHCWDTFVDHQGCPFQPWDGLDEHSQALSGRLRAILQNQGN
hIAP act – human IAP activators, primary screen, biochemical, luminescence, uHTS. AID 2524, 2010. purified human IAP, CDP-Star luminescence, 30 min; stronger effect = higher value; 1 = vehicle-only enzyme, 0 = enzyme-free background. Intestinal-type alkaline phosphatase (Homo sapiens), P09923. activation factor at 10 µM. 330,000 tested, 0.16% active;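 active means activation factor of the enzyme at least 2-fold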; further: the source names both 10 and 20 µM as test concentration; values of inactives mirror those of a sister screen read the other way
MIN6 prolif – inducers of MIN6 beta-cell proliferation, primary screen, ATP luminescence, uHTS | AID 2380, 2010 | MIN6 cells proliferation, ATPlite luminescence, 48 h; cells starved in 0.2% serum; 100% = growth in 10% serum | 330,000 tested, 0.29% active | proliferation, % at 10 µM;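 active means compounds whose signal lies at least 3.5 SD above the mean of all wells on their plate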;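 further: 0% = DMSO-treated cells in low-serum medium and 100% = 10% serum control; some compounds called inactive have numbers as strong as hits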
mIAP act – activators of mouse IAP, primary screen, biochemical, luminescence, uHTS; muIAP, CDP-Star luminescence, 30 min; stronger effect = higher value; 1 = vehicle-only enzyme signal, 0 = enzyme-free wells; activation factor at 10 µM; 330,000 tested, 0.24% active; AID 2805, 2010;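 active means activation factor of at least 2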; further: the source names both 10 and 20 µM as test concentration; values of inactives mirror those of a sister screen read the other way
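Assay system: mouse IAP enzyme / Compound: DMSO-dissolved test compounds / Timing: 30 min, room temperature / Measured by: luminescence from enzymatic CDP-Star hydrolysis / Control set: DMSO-only wells, enzyme-free buffer wells as negative control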
NALP3 yeast inh – NALP3 inflammasome inhibitors in reconstituted yeast, primary screen, luminescence, uHTS. inhibition, % at 10 µM. Yeast reconstituted NLRP3/ASC/caspase-1, beta-gal luminescence, 24 h. 330,000 tested, 0.39% active;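 active means inhibition of 50% or more; inactive means inhibition below 50%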;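 further: plate controls were induced DMSO wells for no effect and uninduced yeast grown without galactose for full effect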
mIAP inh – inhibitors of mouse IAP, primary screen, biochemical, luminescence, uHTS; intestinal alkaline phosphatase [Mus musculus]; purified mouse IAP, CDP-Star luminescence, 30 min; inhibition, % at 10 µM; 330,000 tested, 0.2% active; AID 2806, 2010;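 active means inhibition of at least 40% at 10 µM in the primary screen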;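 further: plate controls were DMSO with enzyme for no effect and no enzyme wells for full effect; values of inactives mirror those of a sister screen read the other way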
Numbers without * were called inactive. Not all compounds are listed; rates above refer to the full screens.

Results for COc1ccc(C(=O)Nc2cc3c(cc2C(=O)O)OCCCO3)c(OC)c1 ?
APOBEC3G inh: -7.2; SENP1 FRET inh: 1.7; hIAP inh: -1.3; A3A deaminase: 0.0; hIAP act: 1.01; MIN6 prolif: -0.3; mIAP act: 0.946; NALP3 yeast inh: 18.2; mIAP inh: 5.4

Results for Cc1ccc2c(C(=O)CN3CCN(c4ccccc4)CC3)c(C)[nH]c2c1 ?
APOBEC3G inh: -4.2; SENP1 FRET inh: -0.6; hIAP inh: 1.2; A3A deaminase: -2.2; hIAP act: 0.988; MIN6 prolif: -2.6; mIAP act: 1.09; NALP3 yeast inh: 22.8; mIAP inh: -8.8

What do the screens show for `NC(=O)c1nn(Cc2ccccc2)c(=O)c2ccccc12`?
APOBEC3G inh: -5.3; SENP1 FRET inh: 1.0; hIAP inh: 0.8; A3A deaminase: -3.6; hIAP act: 0.992; MIN6 prolif: 0.0; mIAP act: 0.973; NALP3 yeast inh: 9.2; mIAP inh: 2.7

What do the screens show for `C=CCNC(=S)N/N=C/c1ccc(-c2cc(Cl)ccc2Cl)o1`?
APOBEC3G inh: -6.2; SENP1 FRET inh: -87.3; hIAP inh: 1.3; A3A deaminase: -11.4; hIAP act: 0.987; MIN6 prolif: -1.9; mIAP act: 0.952; NALP3 yeast inh: 8.5; mIAP inh: 4.8

How did O=C(CSc1nc2ccsc2c(=O)n1CC1CCC(C(=O)O)CC1)c1ccc(F)cc1 (configuration not stated) do in these assays?
APOBEC3G inh: -1.3; SENP1 FRET inh: 1.4; hIAP inh: -5.4; A3A deaminase: -0.2; hIAP act: 1.05; MIN6 prolif: 0.1; mIAP act: 1.04; NALP3 yeast inh: 10.7; mIAP inh: -4.3

Results for CNCC(O)c1ccc(O)c(O)c1 (configuration not stated) ?
APOBEC3G inh: -5.6; SENP1 FRET inh: 3.2; hIAP inh: 0.3; A3A deaminase: -1.8; hIAP act: 0.997; MIN6 prolif: -8.1; mIAP act: 0.899; NALP3 yeast inh: 14.2; mIAP inh: 10.1

Results for CCOC(=O)c1ccc(Cl)c(S(=O)(=O)N2CCCC2)c1 ?
APOBEC3G inh: -0.4; SENP1 FRET inh: 2.1; hIAP inh: -3.2; A3A deaminase: 1.6; hIAP act: 1.03; MIN6 prolif: -1.9; mIAP act: 1.03; NALP3 yeast inh: -8.3; mIAP inh: -3.5

Results for COC(=O)c1cc(N=Nc2sc(N)nc2C)cc(C(=O)OC)c1 ?
APOBEC3G inh: -8.2; SENP1 FRET inh: 1.7; hIAP inh: 13.6; A3A deaminase: 0.4; hIAP act: 0.864; MIN6 prolif: -4.4; mIAP act: 0.837; NALP3 yeast inh: 1.7; mIAP inh: 16.3

What do the screens show for `CCCc1ccc(S(=O)(=O)N2CCN(C(C)C(=O)NCc3ccccc3)CC2)cc1` (configuration not stated)?
APOBEC3G inh: -7.7; SENP1 FRET inh: 0.6; hIAP inh: 8.3; A3A deaminase: 11.4; hIAP act: 0.917; MIN6 prolif: -1.3; mIAP act: 1.05; NALP3 yeast inh: 9.9; mIAP inh: -5.4

Results for CC1CCN(S(=O)(=O)c2cccc(C(=O)NCC3CCCO3)c2)CC1 (configuration not stated) ?
APOBEC3G inh: -6.4; SENP1 FRET inh: 0.2; hIAP inh: -8.9; A3A deaminase: -1.0; hIAP act: 1.09; MIN6 prolif: 2.1; mIAP act: 0.944; NALP3 yeast inh: 4.0; mIAP inh: 5.6

What do the screens show for `Cc1cccc(CS(=O)(=O)Cc2ccc(C(=O)O)o2)c1`?
APOBEC3G inh: 4.3; SENP1 FRET inh: 2.5; hIAP inh: 12.8; A3A deaminase: 1.7; hIAP act: 0.872; MIN6 prolif: 2.8; mIAP act: 1.08; NALP3 yeast inh: -1.2; mIAP inh: -8.1

How did CS(=O)(=O)CCC(C(=O)n1nnc2ccccc21)N1C(=O)c2ccccc2C1=O (configuration not stated) do in these assays?
APOBEC3G inh: 0.5; SENP1 FRET inh: 1.6; hIAP inh: -1.5; A3A deaminase: 3.9; hIAP act: 1.01; MIN6 prolif: 1.8; mIAP act: 1.11; NALP3 yeast inh: -8.5; mIAP inh: -10.7

Results for CC(Oc1ccccc1)C(=O)NC1CCN(Cc2ccccc2)CC1 (configuration not stated) ?
APOBEC3G inh: -1.6; SENP1 FRET inh: -11.1; hIAP inh: -6.0; A3A deaminase: 2.8; hIAP act: 1.06; MIN6 prolif: 0.2; mIAP act: 1.15; NALP3 yeast inh: 18.1; mIAP inh: -14.8

Results for Cc1noc(C)c1S(=O)(=O)Nc1ccc(C(=O)N2CCN(c3ccc(Cl)cc3)CC2)cc1 ?
APOBEC3G inh: 24.5; SENP1 FRET inh: 1.6; hIAP inh: 4.7; A3A deaminase: -1.4; hIAP act: 0.953; MIN6 prolif: -0.3; mIAP act: 0.978; NALP3 yeast inh: 11.8; mIAP inh: 2.2

What do the screens show for `Cc1ccc(C)c(NC(=O)c2ccccc2Sc2ccc([N+](=O)[O-])cc2Cl)c1`?
APOBEC3G inh: -6.0; SENP1 FRET inh: 1.8; hIAP inh: -1.6; A3A deaminase: -1.8; hIAP act: 1.02; MIN6 prolif: -3.2; mIAP act: 0.845; NALP3 yeast inh: 21.2; mIAP inh: 15.5

Results for O=C(CCS(=O)(=O)c1ccc(Br)cc1)Nc1ccc2c(c1)OCO2 ?
APOBEC3G inh: 6.3; SENP1 FRET inh: -3.6; hIAP inh: 8.8; A3A deaminase: 12.4; hIAP act: 0.912; MIN6 prolif: -3.7; mIAP act: 0.965; NALP3 yeast inh: 11.3; mIAP inh: 3.5

How did COc1ccc(CCNCC2C(Oc3ccc(Cl)cc3)C(=O)N2c2ccccc2C)cc1OC (configuration not stated) do in these assays?
APOBEC3G inh: -0.4; SENP1 FRET inh: -8.0; hIAP inh: 0.0; A3A deaminase: 1.7; hIAP act: 1; MIN6 prolif: -4.6; mIAP act: 1.04; NALP3 yeast inh: 13.5; mIAP inh: -4.2

What do the screens show for `CCc1c(C(=O)N/N=C/c2ccc(C)o2)csc1C`?
APOBEC3G inh: -7.4; SENP1 FRET inh: 0.7; hIAP inh: 11.7; A3A deaminase: -3.4; hIAP act: 0.883; MIN6 prolif: 1.3; mIAP act: 0.939; NALP3 yeast inh: 17.3; mIAP inh: 6.1

What do the screens show for `C=C1Cn2c(nnc2-c2ccc(Cl)cc2)S1`?
APOBEC3G inh: -6.0; SENP1 FRET inh: 0.7; hIAP inh: 5.0; A3A deaminase: -1.4; hIAP act: 0.95; MIN6 prolif: -2.6; mIAP act: 0.946; NALP3 yeast inh: 11.2; mIAP inh: 5.4

Results for CCOC(=O)CSc1nc2ccccc2c(=O)n1CC1COc2ccccc2O1 (configuration not stated) ?
APOBEC3G inh: -7.6; SENP1 FRET inh: 1.7; hIAP inh: 5.2; A3A deaminase: -4.0; hIAP act: 0.948; MIN6 prolif: -2.9; mIAP act: 0.942; NALP3 yeast inh: 11.0; mIAP inh: 5.8

Results for CCn1c(SCC(=O)N2CCCCC2C)nc2c1c(=O)n(C)c(=O)n2C (configuration not stated) ?
APOBEC3G inh: -8.1; SENP1 FRET inh: -3.3; hIAP inh: -15.9; A3A deaminase: 0.5; hIAP act: 1.16; MIN6 prolif: 3.7; mIAP act: 1.05; NALP3 yeast inh: 5.7; mIAP inh: -5.4

Results for COc1ccccc1N(C(=O)c1snc(C(N)=O)c1N)C(C(=O)NC1CCCC1)c1ccco1 (configuration not stated) ?
APOBEC3G inh: -7.9; SENP1 FRET inh: -24.9; hIAP inh: 22.7; A3A deaminase: 0.4; hIAP act: 0.773; MIN6 prolif: 2.3; mIAP act: 0.913; NALP3 yeast inh: 13.8; mIAP inh: 8.7

Results for Cc1nc(CNC(=O)CC2C(=O)NCCN2Cc2ccc(F)cc2)cs1 (configuration not stated) ?
APOBEC3G inh: -2.9; SENP1 FRET inh: -7.2; hIAP inh: -4.4; A3A deaminase: -4.6; hIAP act: 1.04; MIN6 prolif: -1.3; mIAP act: 0.952; NALP3 yeast inh: 12.4; mIAP inh: 4.8

What do the screens show for `COc1ccccc1NS(=O)(=O)c1cccc(NC(=O)CCNC(=O)c2ccccc2OC)c1`?
APOBEC3G inh: -3.7; SENP1 FRET inh: 1.5; hIAP inh: -14.7; A3A deaminase: 1.2; hIAP act: 1.15; MIN6 prolif: -2.3; mIAP act: 1.06; NALP3 yeast inh: 6.4; mIAP inh: -5.9

What do the screens show for `Cc1cccc(C)c1NC(=S)/N=C/N(C)C`?
APOBEC3G inh: -0.4; SENP1 FRET inh: 2.2; hIAP inh: -4.6; A3A deaminase: -6.7; hIAP act: 1.05; MIN6 prolif: -2.4; mIAP act: 0.939; NALP3 yeast inh: 0.4; mIAP inh: 6.1

How did CCN(CC)c1nc(Nc2ccccc2)nc(Oc2ccc(=O)n(C)n2)n1 do in these assays?
APOBEC3G inh: -3.5; SENP1 FRET inh: 2.3; hIAP inh: 14.4; A3A deaminase: -0.7; hIAP act: 0.856; MIN6 prolif: -3.0; mIAP act: 0.972; NALP3 yeast inh: 14.0; mIAP inh: 2.8

Results for COC(=O)c1ccccc1S(=O)c1snnc1C (configuration not stated) ?
APOBEC3G inh: -5.6; SENP1 FRET inh: -1.3; hIAP inh: -2.3; A3A deaminase: -1.7; hIAP act: 1.02; MIN6 prolif: 0.9; mIAP act: 1.1; NALP3 yeast inh: -2.8; mIAP inh: -9.6

Results for COc1ccc(C(=O)NCCCc2nc3ccccc3n2Cc2cc(C)ccc2C)cc1OC ?
APOBEC3G inh: -10.7; SENP1 FRET inh: 1.7; hIAP inh: 2.6; A3A deaminase: -3.6; hIAP act: 0.974; MIN6 prolif: 4.0; mIAP act: 1.22; NALP3 yeast inh: 3.1; mIAP inh: -22.2
